PGC1a acetyl inh – inhibitors of PGC1a acetylation signal, primary screen, cell-based, U2OS, AlphaScreen, inhibitor mode. AlphaScreen anti-acetyl-lysine; with virally co-expressed GCN5 acetyltransferase. inhibition, % at 15.6 µM. 0.17% of 350,000 active. AID 651687, 2012;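 active means every replicate shows inhibition of at least 40%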;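 further: 0% = neutral control wells and 100% = positive control wells; some results beyond the cut were filed as inactive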
ERAP1 HTS inh – human ERAP1 aminopeptidase inhibitors, primary screen, biochemical, single point, plate reader. Endoplasmic reticulum aminopeptidase 1 (Homo sapiens), Q9NZ08. recombinant ERAP1, Leu-AMC fluorescence, 60 min. inhibition, % at 10.7 µM. 0.15% of 340,000 active. AID 652197, 2013;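 active means mean replicate inhibition of at least 30%, or all replicates individually reaching that 30% level; inactive means mean below 30% and not every replicate reaching it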;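 further: 0% = neutral control wells and 100% = L-leucinethiol positive control wells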
Target sequence (Q9NZ08 whole entry, looked up): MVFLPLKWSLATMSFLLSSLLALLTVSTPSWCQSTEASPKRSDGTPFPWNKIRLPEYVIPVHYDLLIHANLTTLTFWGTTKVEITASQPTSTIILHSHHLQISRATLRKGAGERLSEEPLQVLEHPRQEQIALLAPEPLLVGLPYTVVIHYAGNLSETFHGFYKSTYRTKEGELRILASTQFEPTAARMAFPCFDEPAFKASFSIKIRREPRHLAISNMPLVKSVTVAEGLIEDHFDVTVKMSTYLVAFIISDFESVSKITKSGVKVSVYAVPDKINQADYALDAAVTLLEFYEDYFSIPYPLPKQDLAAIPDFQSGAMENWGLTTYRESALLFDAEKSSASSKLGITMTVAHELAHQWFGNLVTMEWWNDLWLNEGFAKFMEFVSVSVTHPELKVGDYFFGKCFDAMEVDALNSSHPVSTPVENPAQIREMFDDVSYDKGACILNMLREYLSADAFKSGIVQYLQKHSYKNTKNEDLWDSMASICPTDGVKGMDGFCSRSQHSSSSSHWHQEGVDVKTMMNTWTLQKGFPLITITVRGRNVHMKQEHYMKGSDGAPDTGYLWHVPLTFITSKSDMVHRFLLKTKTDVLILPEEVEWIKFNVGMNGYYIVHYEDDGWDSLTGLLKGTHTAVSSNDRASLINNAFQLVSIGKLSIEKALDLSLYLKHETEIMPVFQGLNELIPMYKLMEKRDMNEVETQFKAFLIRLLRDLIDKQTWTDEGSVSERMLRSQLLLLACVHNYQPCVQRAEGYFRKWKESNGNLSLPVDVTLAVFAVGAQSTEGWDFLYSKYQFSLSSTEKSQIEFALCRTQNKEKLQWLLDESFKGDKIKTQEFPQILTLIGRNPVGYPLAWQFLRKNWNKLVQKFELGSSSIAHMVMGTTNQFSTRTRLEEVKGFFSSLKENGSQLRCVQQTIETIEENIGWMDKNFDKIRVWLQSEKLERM
SIRT5 inh – SIRT5 desuccinylase inhibitors, primary screen, biochemical, fluorescence imaging, single point, set 5. NAD-dependent protein deacylase sirtuin-5, mitochondrial (Homo sapiens), Q9NXA8. Purified SirT5, succinyl-peptide AMC, trypsin-coupled fluorescence. inhibition, % at 15 µM. 1.1% of 330,000 active; in the data active means inhibition above about 15%
S100A4 inh HTS – inhibitors of S100A4-myosin IIA peptide binding, primary screen, biochemical, fluorescence polarization, TAMRA-MyoIIA peptide; Protein S100-A4 (Homo sapiens), P26447; AID 652163, 2013; 0.14% of 360,000 active; inhibition, % at 10.7 µM;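 active means mean inhibition of at least 70% across replicates, with every replicate also reaching that level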
Target sequence (P26447 whole entry, looked up): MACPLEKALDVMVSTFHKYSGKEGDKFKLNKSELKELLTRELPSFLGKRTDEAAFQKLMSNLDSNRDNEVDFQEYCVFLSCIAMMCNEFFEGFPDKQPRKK
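incubation = readout 5 min after mixing, signal stable up to 60 min | system = S100A4 monomer protein | buffer or medium = HEPES pH 7.2 with CaCl2, KCl, NaCl, DTT, Triton | benchmarks = neutral control DMSO, positive control TFP | also added = fluorescent myosin IIA peptide, 5 nM | compound dosing = one concentration per compound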
LGR2 antag – inhibitors of bursicon-induced LGR2 CRE-luciferase signal, primary screen, cell-based, HEK293, CRE-luciferase reporter, bursicon stimulation; Drosophila bursicon receptor LGR2 (rickets); bursicon-stimulated, 4 h; inhibition, % at 9.99 µM; 0.35% of 380,000 active; AID 720647, 2013;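 active means drop in luminescence signal, shown as inhibition above about 50% in the replicate tests, limit read from the data, passing the limit was not always enough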;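 further: agonist challenge used bursicon conditioned medium at about half maximal strength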
C2C12 statin – suppressors of statin myotoxicity in C2C12 myotubes, primary screen, cell-based, single point, plate reader. C2C12 myotubes + simvastatin, ATP luminescence, 48 h; scaled: DMSO 0, geranylgeraniol control 100. rescue of ATP level, % at 7.49 µM. 0.78% of 330,000 active;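 active means mean ATP rescue above about 67%, or every replicate alone reaching that limit, limit read from the data, passing the limit was not always enough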;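 further: myotubes were challenged with 10 µM simvastatin during compound exposure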
Xi reactivation – activators of inactive X chromosome reactivation, primary screen, imaging, XiGFP fibroblasts, GFP high-content imaging, set 2. 0.055% of 360,000 active. XiGFP mouse fibroblasts, % GFP-positive cells imaging, 3 d; cells co-treated with 5-aza-dC sensitizer; scaled so ellipticine positive control = 100%. activation, % at 7.58 µM;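 active means mean normalized replicate activation at least 10% and every replicate at or above 10%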;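 further: 0% = median of on-plate neutral control wells and 100% = ellipticine 6 µM median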
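System: 68-5-11 XiGFP fibroblast line; Timing: 3 days compound exposure; Compound dosing: one concentration, pinned; Benchmarks: positive control ellipticine, 6 µM final; Buffer or medium: DMEM containing 5-aza-dC.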
Cneo AK release – Cryptococcus neoformans cell lysis inducers, primary screen, AK release luminescence, single concentration; lysis activity, % at 15 µM; 0.2% of 360,000 active; C. neoformans lysis, adenylate kinase release luminescence, 4 h; normalised: neutral wells 0, clomiphene wells 100; AID 651654, 2012;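 active means mean lysis activity across replicates of at least 80%, whatever share of replicates individually reach that level; inactive means mean lysis activity below 80%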
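Test system: log-phase Cryptococcus neoformans yeast cells; Quantity: yeast cell density of 5 × 10^6 cells/mL; Buffer or medium: YPD; Doses: single compound concentration per well; Timing: 4 h at 37 °C static, read 1 h later; Measured by: AK luminescence; Read-out basis: lysis from increased AK signal; Control set: Clomiphene as positive control.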
The depositor's hits bear a star; & = joins results of further samples.

For COc1cccc(C2CC(OCCF)=CC(=O)O2)c1 (centres undefined) the results were ERAP1 HTS inh 0, SIRT5 inh -3, S100A4 inh HTS -7 and LGR2 antag -1.
For CC(=O)N1N=C(c2ccc3ccccc3c2)OC1(C)C the results were PGC1a acetyl inh -2, LGR2 antag -17, Xi reactivation -0.2 and Cneo AK release -2.
Screening Cc1ccc(S(=O)(=O)Nc2ccc3c(c2)CC(=O)N([C@@H](C)CO)C[C@@H](C)[C@H](CN(C)Cc2ccc(C(=O)Nc4ccccc4N)cc2)O3)cc1 returned PGC1a acetyl inh -9, ERAP1 HTS inh -2, SIRT5 inh 4, S100A4 inh HTS -13, LGR2 antag -17, C2C12 statin -32, Xi reactivation -1.1 and Cneo AK release 10.
`Cc1oc2cc3oc(=O)c(CCC(=O)NCCCC(=O)O)c(C)c3cc2c1C` gave PGC1a acetyl inh 7, ERAP1 HTS inh 1, SIRT5 inh 0, S100A4 inh HTS -3, LGR2 antag 3, C2C12 statin 3, Xi reactivation 0.1 and Cneo AK release 0.
`CCC1CN(C(=O)N2CCC(C(=O)NCCc3ccc(OC)c(OC)c3)CC2)c2ccccc2O1` (centres undefined) gave PGC1a acetyl inh -3, ERAP1 HTS inh 0, SIRT5 inh 1, S100A4 inh HTS -2, LGR2 antag -6, C2C12 statin 1, Xi reactivation 0.0 and Cneo AK release -1.
For Cc1ccc(S(=O)(=O)n2cccc2/C=C/[N+](=O)[O-])cc1 the results were PGC1a acetyl inh 10, ERAP1 HTS inh -7, SIRT5 inh -1, S100A4 inh HTS -2, LGR2 antag -3, C2C12 statin 15, Xi reactivation 0.2 and Cneo AK release 2.
Screening C[C@H](CO)N1C[C@H](C)[C@H](CN(C)C(=O)C2CC2)OCc2ccccc2-c2ccccc2C1=O returned PGC1a acetyl inh 2, ERAP1 HTS inh 0, SIRT5 inh -1, S100A4 inh HTS -4, LGR2 antag 3, C2C12 statin -14, Xi reactivation -0.5 and Cneo AK release -1.
For CCOc1ccc(-c2nc(CSCC(=O)N3CCN(c4cccc(OC)c4)CC3)c(C)o2)cc1 the results were PGC1a acetyl inh -4, ERAP1 HTS inh -3, SIRT5 inh -3, S100A4 inh HTS -1, LGR2 antag 8, C2C12 statin 29, Xi reactivation 0.5 and Cneo AK release -2.
Cc1ccccc1-c1cnn(-c2cccc([N+](=O)[O-])c2)c1N was read as PGC1a acetyl inh 15, ERAP1 HTS inh -1, SIRT5 inh -3, S100A4 inh HTS -4, LGR2 antag -20, C2C12 statin -3, Xi reactivation 0.0 and Cneo AK release -6.
CC(C)(C)NC(=O)NC(=O)COC(=O)CCC1CCCCC1 was read as PGC1a acetyl inh 2, ERAP1 HTS inh 3, SIRT5 inh 2, S100A4 inh HTS -1 and Cneo AK release -1.
Screening CCCCCNC(=O)C(c1ccc(-c2ccccc2)cc1)n1c(=O)c(-c2cc3ccccc3[nH]2)nc2ccccc21 (centres undefined) returned SIRT5 inh 2, S100A4 inh HTS 2, LGR2 antag -11 and Xi reactivation 0.0.
`Cc1cccc([N+](=O)[O-])c1NC(=O)CN(Cc1ccccc1)Cc1ccccc1` gave ERAP1 HTS inh -6, SIRT5 inh -3, S100A4 inh HTS -6 and Xi reactivation -0.1.
Screening CCOCCCNC(=O)CCc1ccc(S(=O)(=O)Nc2ccc(C)cc2)cc1 returned PGC1a acetyl inh 11, ERAP1 HTS inh -5, SIRT5 inh -2, S100A4 inh HTS -1, LGR2 antag -3, C2C12 statin 0, Xi reactivation 0.0 and Cneo AK release -1.
For COc1ccc(CCN2C(=NC(=O)CCC(=O)O)SC3CS(=O)(=O)CC32)cc1 (centres undefined) the results were PGC1a acetyl inh -5, LGR2 antag -7, C2C12 statin 3 and Cneo AK release 0.
Screening C[C@H](CO)N1C[C@H](C)[C@H](CN(C)S(C)(=O)=O)Oc2ncc(/C=C/c3ccccc3)cc2C1=O returned PGC1a acetyl inh 1&3, ERAP1 HTS inh 0&0, SIRT5 inh -18&-19, S100A4 inh HTS 5&7, LGR2 antag 11, C2C12 statin 1&-11, Xi reactivation 0.0 and Cneo AK release 6&0.
`CC(C)NC(=O)Nc1ccc2c(c1)C(=O)N([C@H](C)CO)C[C@H](C)[C@@H](CN(C)S(C)(=O)=O)OCCCC[C@@H](C)O2` gave PGC1a acetyl inh 4, ERAP1 HTS inh -4, SIRT5 inh 2, S100A4 inh HTS 37, LGR2 antag -3, Xi reactivation 0.4 and Cneo AK release 48.
Screening COc1ccc([C@@H]2[C@@H]3C(=O)N(C(C)(C)C)C(=O)[C@@H]3[C@]3(C)C(=O)N(c4ccc(C(F)(F)F)cc4)C(=O)N23)cc1 returned PGC1a acetyl inh -13, ERAP1 HTS inh -5, SIRT5 inh -2, S100A4 inh HTS -6, LGR2 antag 13, C2C12 statin 4, Xi reactivation -0.2 and Cneo AK release 1.
CC(=O)Nc1ccc(OCC(O)Cn2c(CO)nc3ccccc32)cc1 (centres undefined) was read as ERAP1 HTS inh 1, SIRT5 inh 0, S100A4 inh HTS 1, LGR2 antag -3 and Xi reactivation -0.1.
For O=S1(=O)CC(N2CC=CC2)CN1C1CCCCC1 (centres undefined) the results were PGC1a acetyl inh 9, SIRT5 inh 5, S100A4 inh HTS -2, LGR2 antag 6, C2C12 statin 11, Xi reactivation 0.0 and Cneo AK release 0.
COCC(=O)Nc1ccc2c(c1)OC[C@@H](C)N(C(=O)COC)C[C@@H](C)[C@H](OC)CN(C)C2=O was read as PGC1a acetyl inh 5, ERAP1 HTS inh 2, S100A4 inh HTS -51, LGR2 antag -2, C2C12 statin -3, Xi reactivation 0.2 and Cneo AK release 0.
`Cc1ccc(-c2ccc([C@H]3[C@H]4CN(S(=O)(=O)c5ccccc5C)CCCCN4[C@H]3CO)cc2)cc1` gave PGC1a acetyl inh -3, ERAP1 HTS inh -1, SIRT5 inh -2, S100A4 inh HTS -5, LGR2 antag 15, C2C12 statin -2, Xi reactivation 0.1 and Cneo AK release 2.
Screening CC(C)CNC(=S)N(CCCO)Cc1cc2cc3c(cc2[nH]c1=O)OCO3 returned PGC1a acetyl inh -6, ERAP1 HTS inh 6, SIRT5 inh -1, S100A4 inh HTS 3, LGR2 antag 4, C2C12 statin -2, Xi reactivation 0.0 and Cneo AK release 1.
Cc1c(NC(=O)Nc2ccc([N+](=O)[O-])cc2)c(=O)n(-c2ccccc2)n1C was read as PGC1a acetyl inh 6, ERAP1 HTS inh -10, SIRT5 inh 11, S100A4 inh HTS -7, LGR2 antag 12, C2C12 statin 14, Xi reactivation 0.0 and Cneo AK release 1.
Screening Cc1noc(C)c1CSCC(=O)Nc1nnc(CC(C)C)s1 returned ERAP1 HTS inh 3, SIRT5 inh -2, S100A4 inh HTS -2, LGR2 antag -9, C2C12 statin 9, Xi reactivation 0.2 and Cneo AK release -2.
O=C(Cn1nc(-c2ccccc2)c2ccccc2c1=O)Nc1ccc(F)cc1 was read as PGC1a acetyl inh -4, ERAP1 HTS inh 0, SIRT5 inh -4, S100A4 inh HTS -3, Xi reactivation 0.4 and Cneo AK release -4.
`Cc1cc(/C=C(\C#N)C(=O)NCc2ccccc2)c(C)[nH]1` gave PGC1a acetyl inh -4, ERAP1 HTS inh -3, SIRT5 inh -2, S100A4 inh HTS 1, LGR2 antag 2, C2C12 statin -4, Xi reactivation 0.1 and Cneo AK release 5.
`O=S(=O)(c1cccc(F)c1)N1CC[C@@H]2[C@H](CO)Nc3ccc(-c4cccc(F)c4)cc3[C@@H]21` gave PGC1a acetyl inh 6, LGR2 antag -6, C2C12 statin -32, Xi reactivation 0.0 and Cneo AK release -29.
Screening COc1ccc(C#Cc2ccc3c(c2)O[C@@H](CN(C)C(=O)NC2CCCCC2)[C@@H](C)CN([C@H](C)CO)S3(=O)=O)cc1 returned PGC1a acetyl inh 13, ERAP1 HTS inh 2, SIRT5 inh -5, S100A4 inh HTS -40, LGR2 antag -1, Xi reactivation -0.1 and Cneo AK release 5.
Screening CCNC(=O)CSc1nc2ccccc2c(=O)n1-c1cccc(OC)c1 returned PGC1a acetyl inh -6, ERAP1 HTS inh -2, S100A4 inh HTS 5, LGR2 antag -4 and Xi reactivation -0.1.
`C[C@@H]1CN([C@H](C)CO)C(=O)c2ccccc2-c2ccccc2CO[C@@H]1CN(C)C(=O)[C@H]1CCCN1C` gave PGC1a acetyl inh 7, ERAP1 HTS inh 0, SIRT5 inh 4, S100A4 inh HTS 5, LGR2 antag -11, C2C12 statin -12, Xi reactivation 0.1 and Cneo AK release -1.
Screening Cc1cnc(C(=O)N(c2ccc(N3CCOCC3)cc2)C2C(=O)Nc3ccccc3N=C2c2ccc3c(c2)OCO3)cn1 (centres undefined) returned PGC1a acetyl inh 2, ERAP1 HTS inh 1, SIRT5 inh 3, S100A4 inh HTS -5, LGR2 antag -17, C2C12 statin -7, Xi reactivation -0.2 and Cneo AK release 0.
Screening O=C(NC1CC1)C1=C[C@@H](c2ccc(Br)cc2)C[C@@H](OCCCCO)O1 returned ERAP1 HTS inh 0, SIRT5 inh -2, S100A4 inh HTS 2, C2C12 statin 7, Xi reactivation 0.7 and Cneo AK release -2.
`Cc1cccc(NC(=O)[C@H](Cc2c[nH]c3ccccc23)NC(=O)[C@@H]2Cc3ccccc3CN2)c1` gave PGC1a acetyl inh 13, S100A4 inh HTS -1, C2C12 statin 7 and Cneo AK release 4.
`CN(C)CCN(C(=O)c1ccc2ccccc2c1)c1nc2c(F)cc(F)cc2s1` gave ERAP1 HTS inh 3, SIRT5 inh -1, S100A4 inh HTS 1, LGR2 antag 0, C2C12 statin 19, Xi reactivation 0.0 and Cneo AK release -2.

In the list so far, four contain an NH in an aromatic ring.
Screening CCCCCNC(=O)C(c1ccc(-c2ccccc2)cc1)n1c(=O)c(-c2cc3ccccc3[nH]2)nc2ccccc21 (centres undefined) returned SIRT5 inh 2, S100A4 inh HTS 2, LGR2 antag -11 and Xi reactivation 0.0.
Screening CC(C)CNC(=S)N(CCCO)Cc1cc2cc3c(cc2[nH]c1=O)OCO3 returned PGC1a acetyl inh -6, ERAP1 HTS inh 6, SIRT5 inh -1, S100A4 inh HTS 3, LGR2 antag 4, C2C12 statin -2, Xi reactivation 0.0 and Cneo AK release 1.
`Cc1cc(/C=C(\C#N)C(=O)NCc2ccccc2)c(C)[nH]1` gave PGC1a acetyl inh -4, ERAP1 HTS inh -3, SIRT5 inh -2, S100A4 inh HTS 1, LGR2 antag 2, C2C12 statin -4, Xi reactivation 0.1 and Cneo AK release 5.
`Cc1cccc(NC(=O)[C@H](Cc2c[nH]c3ccccc23)NC(=O)[C@@H]2Cc3ccccc3CN2)c1` gave PGC1a acetyl inh 13, S100A4 inh HTS -1, C2C12 statin 7 and Cneo AK release 4.

These rows are one share of the data, so the mix of outcomes need not match the whole.
